PPARg SRC-3 ag – promotes SRC-3 coactivator recruitment by human PPARgamma; P37231; biochemical PPARgamma/SRC-3 coactivator recruitment assay; activation, % at 8 µM; 0.26% of 200,000 active; AID 731; in the data active = activation above about 23%;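 also: 0% = DMSO and 100% = reference agonist; some compounds past the cut are filed as inactive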
Target sequence (P37231 whole entry, looked up): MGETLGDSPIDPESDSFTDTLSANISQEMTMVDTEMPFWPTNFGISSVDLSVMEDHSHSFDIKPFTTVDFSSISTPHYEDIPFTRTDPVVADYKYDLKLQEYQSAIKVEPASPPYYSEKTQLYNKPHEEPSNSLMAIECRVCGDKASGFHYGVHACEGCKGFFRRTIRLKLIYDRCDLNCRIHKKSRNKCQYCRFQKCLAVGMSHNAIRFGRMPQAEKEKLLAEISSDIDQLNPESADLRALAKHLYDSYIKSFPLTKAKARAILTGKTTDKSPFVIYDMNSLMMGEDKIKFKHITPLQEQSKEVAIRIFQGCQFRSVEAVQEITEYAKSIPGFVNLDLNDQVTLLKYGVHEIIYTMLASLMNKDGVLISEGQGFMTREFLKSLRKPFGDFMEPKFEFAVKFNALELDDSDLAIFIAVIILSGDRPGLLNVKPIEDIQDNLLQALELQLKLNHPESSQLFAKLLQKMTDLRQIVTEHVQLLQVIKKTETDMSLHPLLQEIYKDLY
STAT1 inh – STAT1 signaling inhibition. inhibition, % at 5.5 µM. NIH 3T3 STAT1-luciferase reporter, IFN-gamma, luminescence. 0.35% of 200,000 active. AID 920;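 active = inhibition above a set limit, the mean inhibition across all tested compounds plus 3 SD, cut at about 34% in these data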;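 also: 0% = IFN-gamma with DMSO and 100% = IFN-gamma with 300 µM nifuroxazide; values of inactives mirror those of a sister screen read the other way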
bIAP activator – intestinal alkaline phosphatase (bovine) activation; purified bovine IAP, CDP-star luminescence, 30 min; active compounds read high; fold of DMSO-control signal, blank-subtracted; activation factor at 20 µM; 0.17% of 200,000 active;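 active = activation factor of 2 or more at 20 µM, a signal rise over negative controls twice the positive control's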
STAT3 activator – increases IL-6 driven STAT3 reporter signal; U3A cells, IL-6 STAT3-luciferase reporter, luminescence; 100% = signal with IL-6 EC80 alone; activation (% of control), % at 5.6 µM; AID 871; 0.91% of 190,000 active;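 active = activation above the screen-wide mean of compound activation plus 3 SD, cut at about 130% in these data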;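 also: 0% = background luminescence of wells with medium and substrate only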
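Material: STAT3-luciferase reporter U3A cells. Controls: IL-6-treated wells, 100% activation. Read-out: % activation versus median of IL-6-stimulated wells. Probe or stimulus: IL-6 stimulus at 33 ng/mL final. Timing: compound 1 h, then IL-6 6 h at 37 °C. Signal: reporter luminescence signal.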
PPARg SRC2 recr – promotes SRC-2 coactivator recruitment by human PPARgamma; P37231; PPARgamma LBD-SRC-2 recruitment, biochemical; activation, % at 8 µM; 0.34% of 200,000 active; in the data active = activation above about 22%;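 also: 0% = vehicle and 100% = reference agonist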
TR-FRET SRC-2 ct – counter-screen for PPARgamma SRC-2 recruitment agonists: TR-FRET artefact | active compounds read high | 0.4% of 200,000 active | AID 1049 | TR-FRET ratio at 8 µM; in the data active = TR-FRET ratio above about 2000; also: inactives centre near 1500
PPARg SRC-1 ag – agonists of human PPARgamma SRC-1 coactivator recruitment | P37231 | PPARgamma-SRC-1 coactivator recruitment biochemical assay | activation, % at 8 µM | 0.41% of 200,000 active; in the data active = activation above about 19%;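 also: 0% = DMSO and 100% = reference agonist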
TNAP act hi DEA – activators of human TNAP at high phosphate acceptor concentration | purified TNAP, CDP-star luminescence, 1 M DEA, 30 min; active compounds read high; 0 = EDTA background, 1 = DMSO-only activity | activation factor at 20 µM | 200,000 tested, under 10 active | AID 1136;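 active = activation factor at least 2 at 20 µM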
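system = human TNAP | amount = enzyme diluted 1/800 final | reagent = 100 µM CDP-star substrate | signal = luminescent substrate turnover signal | dosing = one dose, 20 µM | benchmarks = EDTA negative control, DMSO positive control | measure = activation factor | timing = 30 min reaction, room temperature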
bIAP inh – blocks bovine intestinal alkaline phosphatase activity; 190,000 tested, under 10 active; purified bovine IAP, CDP-star luminescence, 30 min; inhibition, % at 20 µM; AID 1019;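 active = over 50% inhibition of intestinal alkaline phosphatase at 20 µM in the single-dose screen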
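Assay system: bovine IAP enzyme; medium: DEA buffer 100 mM, pH 9.8, with MgCl2 1.0 mM, ZnCl2 0.02 mM; doses: 20 µM single dose; incubation: enzyme reaction for 30 min at room temperature; detection: CDP-star luminescence signal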
STAT3 inh – reduces IL-6 driven STAT3 reporter signal. U3A cells, IL-6 STAT3-luciferase reporter, luminescence; host cell line lacks STAT1. inhibition, % at 5.5 µM. 0.89% of 190,000 active;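 active = inhibition above the mean inhibition across all screened compounds plus 3 SD, cut at about 44% in these data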;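 also: 0% = DMSO only wells and 100% = 100 µM nifuroxazide control wells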
ROMK mod – modulates human ROMK potassium channel activity | P48048 | Tet-inducible ROMK, thallium flux fluorescence; actives lie on both sides | B-score at 10 µM | 2% of 130,000 active;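 active = signal ratio slope over the read window, or its plate-corrected B-score, at least 3 SD from the plate mean, either direction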;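 also: B-score of the F/F0 ratio slope over 7 to 12 s after thallium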
Target sequence (P48048 whole entry, looked up): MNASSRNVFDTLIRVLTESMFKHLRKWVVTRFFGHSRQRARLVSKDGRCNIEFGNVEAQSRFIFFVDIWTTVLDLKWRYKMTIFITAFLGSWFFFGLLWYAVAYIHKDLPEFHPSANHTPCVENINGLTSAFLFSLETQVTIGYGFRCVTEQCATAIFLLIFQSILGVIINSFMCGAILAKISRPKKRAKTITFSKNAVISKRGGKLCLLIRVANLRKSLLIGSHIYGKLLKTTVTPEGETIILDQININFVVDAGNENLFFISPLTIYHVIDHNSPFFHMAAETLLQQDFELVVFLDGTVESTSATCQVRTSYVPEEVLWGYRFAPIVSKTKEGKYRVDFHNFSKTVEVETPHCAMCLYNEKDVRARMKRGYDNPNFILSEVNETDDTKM
Starred values were filed as active, the others as inactive; / = no result given. Not a hit list. Share with any hit: about 3.7%.

#	Structure	PPARg SRC-3 ag	STAT1 inh	bIAP activator	STAT3 activator	PPARg SRC2 recr	TR-FRET SRC-2 ct
1	O=C(Cn1nnc(-c2ccccc2)n1)N/N=C/c1cc([N+](=O)[O-])c(Cl)cc1Cl	-1	1	1.1	101	1	1416
2	Cc1ccc(S(=O)(=O)/N=C(\c2ccc(Cl)cc2)N2CCOCC2)cc1	-8	0	0.9	102	-2	1466
3	COc1ccc(/C=N/n2cncn2)cc1COc1ccc(NC(C)=O)cc1	2	4	0.9	93	8	1458
4	C[n+]1ccccc1C1CCCC/C1=N\Nc1ccc([N+](=O)[O-])cc1[N+](=O)[O-] (centres undefined)	-1	5	1.2	95	10	1680
5	CCCn1nnnc1SCC(=O)N(C(C)C)C(C)C	-8	5	1	88	2	1558
6	O=C1c2ccccc2C(=O)N1Cc1nc2ccccc2c(=O)n1CCCn1ccnc1	12	10	1	102	1	1700
7	O=C(O)CCC(=O)NNC(=O)c1cccs1	6	-8	1	96	7	1660
8	CCCCNC(=O)CSc1nc2ccc(NC(=O)CSc3nnc(N)s3)cc2s1	-4	6	1.2	92	2	1579

#	PPARg SRC-1 ag	TNAP act hi DEA	bIAP inh	STAT3 inh	ROMK mod
1	2	1	-9	3	1.3
2	2	1	7	-3	/
3	-1	1	9	12	0.7
4	1	0.9	-23	0	/
5	-6	1.1	-4	20	0.063
6	3	1	-2	3	0.89
7	4	1.1	-3	12	0.097
8	-2	1	-20	12	0.39

Other compounds.
#	Structure	PPARg SRC-3 ag	STAT1 inh	bIAP activator	STAT3 activator	PPARg SRC2 recr	TR-FRET SRC-2 ct
9	CC(=O)NC(Cc1ccc(C(C)C)cc1)C(=O)NC1CCN(c2nc(C)cc(C)n2)CC1 (centres undefined)	-11	2	1.1	99	4	1721
10	COc1ccc(-c2cc(C(F)(F)F)nc(S(=O)(=O)CCCC(=O)Nc3cccnc3Cl)n2)cc1OC	-3	44*	1	99	-3	1309
11	CCn1cc(/C=C2\SC(=O)N(CC(=O)Nc3ccc4c(c3)OCO4)C2=O)c2ccccc21	2	-4	0.8	104	0	1508
12	Cc1ccc(S(=O)(=O)N(C)CCCC(=O)Nc2cc(C)ccc2C)cc1	7	7	1	105	10	1751
13	OCC1(CCc2ccccc2)CCN(Cc2cccn2-c2cccnc2)CC1	-2	-10	1.1	108	-1	1416
14	COC(=O)c1cc(NC(=S)NCc2ccc(Cl)cc2)cc(C(=O)OC)c1	6	7	0.9	89	3	1561
15	O=C(CSc1nnc(C2CC2)n1-c1ccccc1)NCc1ccco1	12	-1	1	92	7	1495
16	C=CCc1cccc(/C=N/NC(=O)CNc2cccc3ccccc23)c1O	10	9	1	113	16	1619

#	PPARg SRC-1 ag	TNAP act hi DEA	bIAP inh	STAT3 inh	ROMK mod
9	6	1.1	-7	6	-1.1
10	0	1	2	4	-0.43
11	8	1	18	5	/
12	1	1	1	-6	-1.2
13	5	1	-8	-2	/
14	8	1	10	12	/
15	2	1	-1	14	1.7
16	6	0.9	1	-17	0.9

Next section.
#	Structure	PPARg SRC-3 ag	STAT1 inh	bIAP activator	STAT3 activator	PPARg SRC2 recr	TR-FRET SRC-2 ct
17	COc1cc2c(cc1OC)C1=C(C#N)CCC(=O)N1CC2	1	3	0.9	109	-8	1603
18	CS(=O)(=O)N1CCC(C(=O)c2cccc(Cl)c2)CC1	-6	0	0.9	98	2	1415
19	Cc1ccc(S(=O)(=O)N2CCN(C(=O)CSc3nc(N)cc(=O)[nH]3)CC2)c(C)c1	3	14	1.1	97	5	1548
20	COc1ccc(Nc2nc(C(F)(F)F)nc(C)c2C#N)cc1	0	4	1	101	-2	1438
21	CCOC(=O)c1c(-c2ccc(F)cc2)csc1NC(=O)C1CCCO1 (centres undefined)	5	-9	1	86	0	1641
22	O=S(=O)(NCc1ccc(F)cc1)c1ccc2c(c1)OCCO2	12	1	0.9	96	3	1515
23	CCn1c(SCC(=O)N2CCN(c3ccccc3)CC2)nc2c(c1=O)SC(C)C2 (centres undefined)	3	17	0.6	91	-3	1330
24	O=C(Nc1nc(-c2cccc3ccccc23)cs1)c1cnccn1	-1	0	0.9	85	5	1569

#	PPARg SRC-1 ag	TNAP act hi DEA	bIAP inh	STAT3 inh	ROMK mod
17	-9	1	13	-7	0.42
18	-3	1.1	5	6	/
19	-8	1.1	-6	12	0.025
20	1	1	1	-3	-0.92
21	6	1.1	0	21	-0.18
22	1	1	14	10	/
23	-1	1	37	16	/
24	5	1	6	19	-0.27

Next section:
#	Structure	PPARg SRC-3 ag	STAT1 inh	bIAP activator	STAT3 activator	PPARg SRC2 recr	TR-FRET SRC-2 ct
25	S=c1[nH]c(-c2ccccc2)cn1/N=C/c1ccc(Br)cc1	26*	-4	0.9	96	13	1402
26	COc1ccc2[nH]cc(CCNC(=O)C3CCCNC3=O)c2c1 (centres undefined)	5	19	1	94	9	1626
27	Cc1cc(C(=O)CCl)c(C)n1Cc1ccco1	0	15	1.1	95	4	1497
28	Cc1ccc(N2C(=O)[C@@H]3[C@H](C2=O)[C@H]2C=C(C(=O)c4ccccc4)C=CN2[C@@H]3C(=O)c2ccc(Cl)cc2)cc1	10	-3	0.9	97	6	1632
29	CCn1c(=O)c2cc(S(=O)(=O)NCc3ccccc3)ccc2n(CC)c1=O	2	2	0.9	103	-3	1510
30	Cc1ccc2c(c1)sc[n+]2Cc1ccccc1	15	-39	0.6	109	9	1622
31	CCOC(=O)c1cccc(NC(=O)CCNS(=O)(=O)c2ccc3c(c2)CCN3C(=O)CC)c1	1	5	0.9	100	10	1514
32	Clc1ccc(N=c2ssnc2Cl)nc1	-3	-1	1.2	111	8	1672

#	PPARg SRC-1 ag	TNAP act hi DEA	bIAP inh	STAT3 inh	ROMK mod
25	30*	0.9	9	7	0.41
26	2	1.1	1	12	/
27	2	1	-7	10	/
28	-5	1	5	5	/
29	-2	1	9	-1	/
30	11	1	39	0	/
31	7	1.1	8	3	/
32	-1	1	-20	-12	/

(further entries)
#	Structure	PPARg SRC-3 ag	STAT1 inh	bIAP activator	STAT3 activator	PPARg SRC2 recr	TR-FRET SRC-2 ct
33	COc1cc(C(=O)Nc2nc(-c3ccc(F)cc3)cs2)ccc1OCC(=O)N1CCOCC1	0	11	0.9	91	0	1624
34	CCOc1cc2[nH]c(=S)n(Cc3ccc(C)o3)c(=O)c2cc1OCC	3	1	0.9	121	-7	1540
35	CCn1nnnc1SCC(=O)NCc1ccco1	-4	-4	1	104	0	1476
36	CCCCC(c1nnnn1CC1CCCO1)N1CCN(c2cc(Cl)ccc2C)CC1 (centres undefined)	-3	-2	1	101	8	1564
37	CNC(=O)NC(=O)CSc1ncc(C(F)(F)F)cc1Cl	-1	-2	1	95	3	1323
38	O=C(C[n+]1ccc(CCSc2ccc(F)cc2)cc1)c1ccccc1	1	-1	0.8	105	-6	1728
39	COc1ccc([N+](=O)[O-])cc1N(CC1CO1)S(=O)(=O)c1ccc(C)cc1 (centres undefined)	7	-3	1.1	111	0	1631
40	CC1(C)CCCN(C(=O)c2ccc3c(c2NCCO)C(=O)c2ccccc2C3=O)C1	4	-10	0.9	103	10	1451

#	PPARg SRC-1 ag	TNAP act hi DEA	bIAP inh	STAT3 inh	ROMK mod
33	8	1	11	9	1.2
34	-7	1.1	14	-21	0.2
35	8	1	2	5	0.84
36	1	1.1	0	4	-0.41
37	-7	1	4	12	/
38	4	1	25	0	-2.3
39	-1	1	-6	-11	-0.61
40	-3	0.7	8	5	-1.8

One compound at a time, as listed above. Screens in order: PPARg SRC-3 ag	STAT1 inh	bIAP activator	STAT3 activator	PPARg SRC2 recr	TR-FRET SRC-2 ct	PPARg SRC-1 ag	TNAP act hi DEA	bIAP inh	STAT3 inh	ROMK mod
COc1ccc([N+](=O)[O-])cc1N(CC1CO1)S(=O)(=O)c1ccc(C)cc1 (centres undefined) is entered as 7	-3	1.1	111	0	1631	-1	1	-6	-11	-0.61
Cc1ccc2c(c1)sc[n+]2Cc1ccccc1 is entered as 15	-39	0.6	109	9	1622	11	1	39	0	/
O=S(=O)(NCc1ccc(F)cc1)c1ccc2c(c1)OCCO2 is entered as 12	1	0.9	96	3	1515	1	1	14	10	/
Cc1ccc(N2C(=O)[C@@H]3[C@H](C2=O)[C@H]2C=C(C(=O)c4ccccc4)C=CN2[C@@H]3C(=O)c2ccc(Cl)cc2)cc1 is entered as 10	-3	0.9	97	6	1632	-5	1	5	5	/

Further structures
#	Structure	PPARg SRC-3 ag	STAT1 inh	bIAP activator	STAT3 activator	PPARg SRC2 recr	TR-FRET SRC-2 ct
41	CCCOc1ccc(CSc2ncn[nH]2)cc1	0	-9	1.1	101	-5	1578
42	Cc1nnc(N2C(=O)C(O)=C(C(=O)c3ccco3)C2c2ccc(F)cc2)s1 (centres undefined)	49*	1	0.8	81	38*	2061*
43	CC(=O)N1CCC[C@H]1C(=O)O	-2	-4	1	109	-6	1490
44	COc1ccc(N(C)S(=O)(=O)c2cccc(C(=O)NCC3CCCCC3)c2)cc1	4	6	0.7	101	10	1648
45	C=CCn1c(SCC(=O)NC(=O)c2cccc([N+](=O)[O-])c2)nnc1-c1ccccc1	5	-2	0.9	101	2	1363
46	COC(=O)c1ccc(CSc2nnc(-c3c[nH]c4ccccc34)n2-c2ccccc2)cc1	3	-9	0.9	98	-4	1592
47	C=CCNC(=O)c1ccc(C2SCC(=O)N2Cc2ccco2)cc1 (centres undefined)	-3	3	1	104	-4	1507
48	Cc1cc(C(=O)CSc2nc3ccccc3o2)c(C)n1C1CC1	8	-40	0.8	89	2	1615

#	PPARg SRC-1 ag	TNAP act hi DEA	bIAP inh	STAT3 inh	ROMK mod
41	-1	1	-6	-1	-1.7
42	28*	1	17	28	/
43	-5	1.1	-5	-12	0.4
44	4	1.1	30	8	0.55
45	-2	1	14	1	0.091
46	-7	1	9	1	/
47	4	1	0	2	-0.26
48	-1	1	16	17	/

The results go on:
#	Structure	PPARg SRC-3 ag	STAT1 inh	bIAP activator	STAT3 activator	PPARg SRC2 recr	TR-FRET SRC-2 ct
49	Cc1ccc(NC(=O)c2cc([N+](=O)[O-])ccc2N2CCCC2)cc1	1	4	1.1	98	7	1697
50	CCOC(=O)CCC(NC(=O)CCC(=O)NC(CCC(=O)OCC)C(=O)OCC)C(=O)OCC (centres undefined)	0	-6	1	95	2	1532
51	Cn1c(CN2CCOCC2)nc2cc(NC(=O)c3ccccc3Cl)ccc21	10	-1	1	95	13	1703
52	O=C(/C(=C/c1ccccc1)n1cncn1)c1ccc(Cl)cc1Cl	0	-12	0.9	97	-2	1532
53	COc1ccc(C/C(O)=C(\C#N)c2nc3ccccc3[nH]2)cc1OC	7	6	1.4	88	7	1422
54	Cc1ccc(C(C(=O)NC2CCCC2)N(C(=O)CNC(=O)c2cccs2)c2cccnc2)o1 (centres undefined)	12	3	0.9	95	7	1521

#	PPARg SRC-1 ag	TNAP act hi DEA	bIAP inh	STAT3 inh	ROMK mod
49	6	0.9	-9	4	0.64
50	12	1	2	11	0
51	4	1.1	0	10	0.22
52	-6	1	11	2	/
53	8	1	-36	18	0.7
54	-1	1	12	9	-0.023

Screening results (PubChem BioAssay)
